Tb hexokinase = blocks Trypanosoma brucei hexokinase 1 activity; inhibition, % at 10 µM; recombinant TbHK1, G6PDH-coupled NADH A340; 220,000 tested, 0.11% active; AID 1430;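 active = inhibition of 50% or more in the single-dose primary screen; inactive = inhibition below 50%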
Furin inh = inhibitors of human furin. 220,000 tested, 0.061% active. inhibition, % at 30 µM. purified furin, fluorogenic substrate cleavage. P09958; in the data active = inhibition above about 25%; note: inactives centre near -15
Target sequence (P09958 108-714 limits assumed): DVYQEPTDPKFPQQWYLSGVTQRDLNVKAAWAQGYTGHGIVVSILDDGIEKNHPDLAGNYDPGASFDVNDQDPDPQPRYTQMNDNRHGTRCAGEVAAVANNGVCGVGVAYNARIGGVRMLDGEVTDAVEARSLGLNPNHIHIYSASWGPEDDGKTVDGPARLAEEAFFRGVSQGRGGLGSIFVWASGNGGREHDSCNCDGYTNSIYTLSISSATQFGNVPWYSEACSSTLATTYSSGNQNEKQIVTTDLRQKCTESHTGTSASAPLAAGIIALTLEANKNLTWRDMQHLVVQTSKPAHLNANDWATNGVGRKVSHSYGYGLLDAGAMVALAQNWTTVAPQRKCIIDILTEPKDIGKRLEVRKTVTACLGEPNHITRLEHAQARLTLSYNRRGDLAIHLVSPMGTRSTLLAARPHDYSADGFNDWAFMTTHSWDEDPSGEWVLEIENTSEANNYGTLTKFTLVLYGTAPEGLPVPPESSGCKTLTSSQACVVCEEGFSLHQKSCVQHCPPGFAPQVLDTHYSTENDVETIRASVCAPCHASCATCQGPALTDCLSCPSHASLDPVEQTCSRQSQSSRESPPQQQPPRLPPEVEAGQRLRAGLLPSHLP
EBV gp42 block = EBV gp42 inhibition | Q1HVG2 | Fluorescence polarization binding assay, mP read-out | inhibition, % (tested at 21.74 µM) | 220,000 tested, 0.42% active; in the data active = inhibition above about 50%
Target sequence (Q1HVG2 whole entry, looked up): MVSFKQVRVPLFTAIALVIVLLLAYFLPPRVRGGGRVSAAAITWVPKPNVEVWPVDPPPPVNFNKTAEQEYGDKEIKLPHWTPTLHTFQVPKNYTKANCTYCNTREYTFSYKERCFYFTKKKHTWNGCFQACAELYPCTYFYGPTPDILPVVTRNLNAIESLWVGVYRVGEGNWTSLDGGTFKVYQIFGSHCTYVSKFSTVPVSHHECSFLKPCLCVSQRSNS
thrombin 1536 = thrombin (human) inhibition | 220,000 tested, 0.26% active | inhibition, % at 5 µM | P00734 | AID 1046 | alpha-thrombin, Boc-VPR-AMC fluorogenic substrate cleavage;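 active = inhibition at or above 40%; inactive = inhibition below 40%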;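 note: 0% = enzyme with no compound and 100% = wells without enzyme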
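Material: human alpha-thrombin protein. Incubation: reaction at ambient temperature. Technique: fluorescence of released AMC, ex 355 nm, em 460 nm. Control set: no-compound enzyme wells and no-enzyme blanks. Also added: Boc-VPR-AMC substrate, 15 µM final. Buffer or medium: pH 7.5 Tris (50 mM) with NaCl 150 mM, Tween 20 0.05%.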
KCC2 mod = modulates chloride dependent transport by human KCC2 | Q9H2X9 | KCC2 cells, thallium flux FluoZin-2 fluorescence | B-score of Tl+ flux slope (higher = more flux/activation; lower = inhibition) at 10 µM | 190,000 tested, 2.2% active | AID 1456;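 active = thallium flux slope and its plate-corrected score both differing from the plate sample mean at a set confidence after two filtering rounds, in either direction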;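 note: slope of fluorescence scaled to starting intensity during 10 to 20 s after thallium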
TRPML3 agonist = human mucolipin-3 channel agonism; Q8TDD5; HEK293 TRPML3-YFP, Fluo-8 calcium fluorescence; 100% = the carbachol control signal; activation, % at 3 µM; 220,000 tested, 0.29% active; AID 1448;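 active = activation above its plate's cutoff, the mean activation of the plate's test wells plus 3 SD, cut at about 12% in these data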;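 note: 0% = DMSO only wells and 100% = carbachol wells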
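Test system – HEK293 line with stable expression of human TRPML3-YFP channel · Control set – carbachol 87 µM final as high control (100%), DMSO as low control (0%) · Signal – Fluo-8 calcium dye fluorescence, ex 470-495, em 515-575 nm · Incubation – 1-h 37 °C dye load, 5-s basal, 120-s post-compound reads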
PPC-1+TRAIL kill = kills PPC-1 cancer cells in the presence of TRAIL. cell killing (% activity), % at 4 µM. 220,000 tested, 0.41% active. AID 1443. PPC-1 cells + TRAIL, ATPLite viability luminescence;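 active = cell killing above 50% in the first pass at 4 µM, then a duplicate retest at 5 µM averaging 50% or more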;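 note: plate controls were cells with TRAIL plus DMSO for no effect and medium-only wells lacking cells for full effect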
TRPN1 ag = agonists of zebrafish TRPN1 channel; AID 1424; HEK293 zebrafish TRPN1-YFP, Fluo-8 calcium fluorescence; 100% = response to 87 µM carbachol; activation, % at 3 µM; 220,000 tested, 0.18% active;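 active = activation above its plate's cutoff, the mean activation of test wells on that plate plus 3 SD, cut at about 19% in these data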;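 note: 0% = DMSO alone and 100% = 87 µM carbachol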
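Control set: carbachol 87 µM as high control, DMSO as low control; system: HEK293 stable line with zebrafish TRPN1-YFP; read-out: % activation versus carbachol response; detection: intracellular calcium fluorescence with Fluo-8; doses: single test compound dose, 3 µM nominal, 0.3% DMSO; schedule: dye 1 h 37 °C plus 30 min RT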
Calpain2 inh = inhibitors of pig calpain II. purified calpain II, fluorogenic peptide substrate, 30 min. inhibition, % at 16 µM. 220,000 tested, 0.37% active. AID 1236;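 active = inhibition above about 50%, limit read from the data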
* hit, by the source's call; . = no result given; [ ] = another dose, or the depositor's remark.

item	smiles	PPC-1+TRAIL kill	Furin inh	TRPML3 agonist	Calpain2 inh	KCC2 mod	EBV gp42 block	Tb hexokinase	thrombin 1536	TRPN1 ag
1	COc1ccc(-c2cc(-c3cc(F)ccc3O)[nH]n2)cc1OC	8	-10	0.9	4	0.28	-11	19	3	1.1
2	CCn1cc(C(=O)NCC2CCCO2)c(=O)c2cc(S(=O)(=O)N3CCCCCC3)ccc21 (stereo not drawn)	15	-16	0.8	-4	1.7	1	-22	-8	1.3
3	Cc1ccc(NC(=O)/C(C#N)=C/c2cc(C)n(-c3ccc(N4CCOCC4)c([N+](=O)[O-])c3)c2C)c(C)c1	13	-7	1.1	-5	.	-1	-9	-4	0.0
4	COc1cccc(CCc2nnc(CCC(=O)N3CCCC3c3nccs3)o2)c1 (stereo not drawn)	7	-23	0.4	-35	0.15	0	-11	-5	-0.4
5	CCC1CCc2c(sc3nc(SCC(=O)NCc4ccco4)n(-c4ccccc4)c(=O)c23)C1 (stereo not drawn)	37	-11[20 µM]	1.0	-12	2	-16	5	1	1.1
6	CC(=O)c1ccc(NS(=O)(=O)c2ccc(C)cc2)cc1	19	-12[20 µM]	-0.5	13	-0.28	-11	-21	1	-0.8
7	CSc1ccccc1C(=O)N1CCN(c2cccc(Cl)c2)CC1	14	-32	-0.8	-3	0.021	-5	0	0	-1.2
8	Cc1nnc(NC(=O)c2ccc3ccccc3c2)o1	16	-28	0.1	-8	.	-10	-5	-7	1.0
9	O=C1Nc2cc(C(=O)N3CCN(Cc4ccccc4)CC3)ccc2SC1N1CCOCC1 (stereo not drawn)	9	-29	1.2	-12	-0.17	-27	-4	3	1.0
10	CC(C)(C)OC(=O)NC1CONC1=O (stereo not drawn)	25	-29	1.2	-6	-2.5	-2	4	2	0.8
11	O=C(Nc1cccc(N2C(=O)C3C4C=CC(C4)C3C2=O)c1)c1cccs1 (stereo not drawn)	5	-38	1.2	-20	-0.13	-8	3	-4	1.2
12	Cc1ccccc1NC(=S)N(CCCN1CCOCC1)Cc1cccs1	8	-3	0.1	24	-0.52	-5	25	20	0.2
13	COC(=O)c1c(C(=O)OC)c2oc3ccccc3n2c1Cl	-3	-8[20 µM]	1.0	18	.	-1	-9	0	-0.1
14	CCC(=O)NC(=S)Nc1cccc(NC(=O)c2ccco2)c1	4	-19	0.2	2	0.27	-25	-2	-10	1.3
15	N#CCCn1c(SCC(=O)N2CCN(S(=O)(=O)c3ccccc3)CC2)nc2ccccc21	16	-5	0.1	-11	.	-16	2	-4	-0.2
16	COc1ccc(-c2nc3nc(C)cc(C)n3n2)cc1	37	-20[20 µM]	0.2	-424	0.1	-10	-1	0	0.1
17	CC(C)CN(Cc1cc2ccccc2[nH]c1=O)C(=O)c1cccnc1	-4	-15	0.9	-45	-0.053	-12	-11	2	2.2
18	O=C(COC(=O)C12CC3CC(CC(C3)C1)C2)Nc1ccccc1F	4	-21	0.7	18	0.23	-6	6	-1	-0.4
19	CNC(=O)CSc1nnc(COc2ccc([N+](=O)[O-])cc2)n1C	.	-20	1.0	5	1	-12	-5	-8	0.6
20	Cc1ccc(Nc2cc(C)c3ccc(O)cc3n2)cc1C	10	-4	1.5	-18	1.6	22	-40	-1	0.7

Carrying on:
item	smiles	PPC-1+TRAIL kill	Furin inh	TRPML3 agonist	Calpain2 inh	KCC2 mod	EBV gp42 block	Tb hexokinase	thrombin 1536	TRPN1 ag
21	O=c1c2ccc(Cl)cc2[nH]c(=S)n1CCC1=CCCCC1	1	-20	0.8	21	37*	-2	-15	-3	1.6
22	CCCCC(c1nnnn1CS(=O)(=O)c1ccc(C)cc1)N1CCN(C)CC1 (stereo not drawn)	.	-27	1.6	-32	0.41	-13	10	-3	1.6
23	O=C(NNS(=O)(=O)c1ccccc1[N+](=O)[O-])c1ccncc1	-5	3	0.7	14	-0.11	-13	-2	-8	1.8
24	Cc1ccc(C(=O)CNc2ccc(Cl)cc2)cc1	-3	-23	0.8	-329	0.19	-5	-10	3	0.7
25	COc1cccc(N2C(=O)c3ccncc3C2=O)c1	16	-22	0.2	8	0.14	-11	-3	-4	2.4
26	O=C(NCCn1cccn1)c1ccc(OC2CCN(CCc3ccccc3)CC2)cc1	10	-10	1.5	6	.	19	11	-5	1.4
27	CCOc1ncccc1C(=O)Nc1ccccc1F	5	-8	-0.5	20	-2.2	-8	7	-3	-2.0
28	Clc1ccc(-c2ccc(C=Nc3ccc(N4CCOCC4)cc3)o2)cc1	6	-20	0.3	-7	1	10	-23	-6	-1.4
29	O=C(N/N=C/c1cccc(NC(=O)c2ccc(Cl)cc2)c1)c1ccc(O)cc1	30	-18	-0.5	8	-1.3	0	-20	-2	1.0
30	Cc1ccccc1OCCSc1nnc(-c2ccncc2)n1C	7	-14[20 µM]	0.2	-21	.	-14	-2	-1	0.9
31	O=C(Nc1cccc(-c2nc3ccccc3[nH]2)c1)c1ccc(C(=O)Nc2cccc(-c3nc4ccccc4[nH]3)c2)cc1	5	2	-0.2	0	-0.7	-91	-43	2	-1.4
32	COc1cc2oc(=O)ccc2c(OC)c1CC(O)C(C)(C)O (stereo not drawn)	-5	-27	.	-74	-0.12	-12	-38	3	.
33	O=C(N/N=C/c1ccco1)C1CC1(c1ccccc1)c1ccccc1 (stereo not drawn)	-22	-21	-0.2	22	0.82	5	2	-3	-2.0
34	CC(C)c1nc(C(=O)N2CCCC(CCC(=O)N(C)CCc3ccccn3)C2)cs1 (stereo not drawn)	18	-11	0.4	2	.	-10	-1	4	0.0
35	O=C(Cc1ccc(Cl)cc1)Nc1cccc2ncccc12	8	-15	0.8	-8	-0.56	-11	5	-3	0.8
36	C/C(=N\O)c1ccn(S(=O)(=O)c2ccc(Cl)cc2)c1	-5	-6	-0.8	-7	.	-9	-2	-2	-1.9
37	N#Cc1nc(-c2ccccc2F)oc1NCCN1CCOCC1	4	-17	0.6	-354	.	-8	-26	-9	1.6
38	CCOC(=O)C1(Cc2ccc(Cl)cc2)CCN(Cc2cnc(N)nc2)CC1	-3	-27	1.0	2	0.42	2	2	2	0.5
39	C#Cc1ccc([C@@H]2C=C(C(=O)N3CCN(Cc4ccc5c(c4)OCO5)CC3)O[C@H](OCC)[C@H]2CCCO)cc1	8	-18	-1.4	-5	-0.62	-3	-8	-5	-3.4
40	CSc1ncccc1C(=O)OCc1cccc([N+](=O)[O-])c1	-4	-25	-0.9	-3	.	-2	-1	1	-1.1

(listing goes on)
item	smiles	PPC-1+TRAIL kill	Furin inh	TRPML3 agonist	Calpain2 inh	KCC2 mod	EBV gp42 block	Tb hexokinase	thrombin 1536	TRPN1 ag
41	O=C(Sc1cccc2cccnc12)c1ccc(F)cc1	58*	0	-0.2	-5	64*	-29	0	.	-1.1
42	Cn1cccc1/C=C1\SC(=Nc2ccc(O)cc2)NC1=O	1	-18	0.2	-1	-1.1	-7	-3	0	-1.2
43	O=C(NC1(C(F)(F)F)N=C2SCCN2C1=O)c1ccccc1 (stereo not drawn)	2	-8[20 µM]	0.1	-3	1.2	-16	-1	-3	-0.3
44	CC(OC(=O)c1ccccc1NS(=O)(=O)c1cccc(N)c1)C(=O)N(C)Cc1ccccc1 (stereo not drawn)	17	-7	-0.4	22	-0.91	-16	27	1	0.2
45	CSc1ccccc1NC(=O)CN(C)CC(=O)Nc1ccccc1C(F)(F)F	7	-27	-0.6	-25	-1.1	-16	-4	-3	-0.7
46	O=C(COC(=O)CNC(=O)c1sc2ccccc2c1Cl)Nc1c(Cl)cc(Cl)cc1Cl	10	-7	0.9	28	-0.48	-17	-1	-3	0.2
47	CCCCCC(=O)OC(CN1CCCCC1)CN1CCCC1=O (stereo not drawn)	9	-28	0.9	19	-0.48	-13	0	3	2.0
48	COC(=O)C1=CN(C2CCCCC2)C=C(C(=O)OC)C1c1ccc2c(c1)OCO2	4	-30	0.2	-366	-0.06	-5	-1	-7	-0.1
49	CCc1nnc(NC(=O)[C@@H](NC(=O)c2cc(OC)cc(OC)c2)C(C)C)s1	5	-5	0.5	48	0.71	-6	5	-1	0.7
50	Cc1ncc(S(=O)(=O)c2ccccc2)c(-c2ccc(Cl)cc2Cl)n1	22	-15[20 µM]	-0.8	8	-0.19	-17	0	-1	-1.8
51	CCOc1ccc(C2C(C#N)=C(N)Oc3cc(C)n(CCN4CCOCC4)c(=O)c32)cc1OCC (stereo not drawn)	3	-11	0.4	2	-1.2	-20	0	-2	1.1
52	Cc1cccc(OCc2nnc(SCc3nc4cc(C(F)(F)F)ccc4c(=O)[nH]3)o2)c1	0	-10	0.7	-101	.	-40	11	8	1.3
53	Cc1ccc(Nc2nc(-c3ccc(S(=O)(=O)N4CCOCC4)cc3)cs2)cc1Cl	5	-22	1.0	60*	0.24	-2	16	-3	0.4
54	Cc1nn(Cc2ccccc2Cl)c(Cl)c1/C=C/C(=O)OCC(=O)NC1CCS(=O)(=O)C1 (stereo not drawn)	6	-18	1.1	1	-0.2	-12	-10	-13	-0.5
55	O=C(NC1CCS(=O)(=O)C1)C1CCCCN1S(=O)(=O)c1ccc(Cl)cc1 (stereo not drawn)	-10	-16	0.2	3	1.1	-3	3	1	0.1
56	CCOC(=O)C1ON2CCCCC2C1(O)C(F)(F)F (stereo not drawn)	19	-24	-0.2	-27	-0.21	-3	3	-8	-0.1

Reformatted with one line to a screen: part of the list above.
45	CSc1ccccc1NC(=O)CN(C)CC(=O)Nc1ccccc1C(F)(F)F
51	CCOc1ccc(C2C(C#N)=C(N)Oc3cc(C)n(CCN4CCOCC4)c(=O)c32)cc1OCC (stereo not drawn)
50	Cc1ncc(S(=O)(=O)c2ccccc2)c(-c2ccc(Cl)cc2Cl)n1

entry no.,45,51,50
PPC-1+TRAIL kill,7,3,22
Furin inh,-27,-11,-15[20 µM]
TRPML3 agonist,-0.6,0.4,-0.8
Calpain2 inh,-25,2,8
KCC2 mod,-1.1,-1.2,-0.19
EBV gp42 block,-16,-20,-17
Tb hexokinase,-4,0,0
thrombin 1536,-3,-2,-1
TRPN1 ag,-0.7,1.1,-1.8

Source: PubChem BioAssay (several laboratories)

Not a hit list, and some 3.6% of all compounds hit somewhere here.
